Rab2 wt GTP – modulators of GTP binding to Rab2A wildtype, primary screen, biochemical, dog, bead-based flow cytometry, multiplex. hit rate 0.19% among 190,000. GTP binding activity, % at 10 µM. GST-Rab2 wt beads, Bodipy-GTP binding. Ras-related protein Rab-2A (Canis lupus familiaris), P61105;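 active means GTP binding activity at least 20 points away from 100%, either lowered or raised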;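 further: 0% = beads with excess unlabeled GTP and 100% = no-compound control corrected for plate trend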
HRas wt GTP bind – modulators of GTP binding to HRas wildtype, primary screen, biochemical, bead-based flow cytometry, multiplex. GTPase HRas (Homo sapiens), P01112. GST-Ras wt beads, Bodipy-FL-GTP binding; actives lie on both sides. GTP binding activity, % at 10 µM. AID 759, 2007. hit rate 0.14% among 190,000;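 active means GTP binding activity at least 20% away from the 100% baseline, either lowered as inhibitor or raised as activator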;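 further: 0% = unlabeled GTP competition control and 100% = no-compound control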
Target sequence (P01112 whole entry, looked up): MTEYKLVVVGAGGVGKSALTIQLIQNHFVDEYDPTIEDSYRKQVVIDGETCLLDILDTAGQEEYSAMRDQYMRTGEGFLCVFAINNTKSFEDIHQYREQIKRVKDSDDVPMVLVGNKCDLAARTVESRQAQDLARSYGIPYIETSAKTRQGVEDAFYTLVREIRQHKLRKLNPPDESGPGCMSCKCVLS
Bim-Mcl-1 – inhibitors of Bim peptide binding to Mcl-1, primary screen, biochemical, bead-based flow cytometry, multiplex | Induced myeloid leukemia cell differentiation protein Mcl-1 (Homo sapiens), Q07820 | Bim peptide-Mcl-1 binding | inhibition, % at 10 µM | AID 1009, 2008 | hit rate 0.1% among 190,000; in the data active means inhibition above about 40%;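 further: 0% = no compound tracer wells and 100% = peptide blocker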
Target sequence (Q07820 whole entry, looked up): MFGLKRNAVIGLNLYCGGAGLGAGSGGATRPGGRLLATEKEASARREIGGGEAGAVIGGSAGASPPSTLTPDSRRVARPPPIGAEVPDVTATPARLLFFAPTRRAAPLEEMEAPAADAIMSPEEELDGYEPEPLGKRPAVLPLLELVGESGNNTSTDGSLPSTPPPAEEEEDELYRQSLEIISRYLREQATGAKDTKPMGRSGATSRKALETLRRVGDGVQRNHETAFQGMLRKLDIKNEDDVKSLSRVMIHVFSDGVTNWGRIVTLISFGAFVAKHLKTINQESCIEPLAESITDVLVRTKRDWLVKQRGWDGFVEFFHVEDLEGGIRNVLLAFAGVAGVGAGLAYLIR
Mcl1-Noxa inh – Mcl-1/Noxa binding inhibitors, primary screen, biochemical, TR-FRET, 1536-well; inhibition, % at 21.7 µM; hit rate 1.5% among 220,000; TR-FRET Mcl-1/Noxa peptide binding, 2 h; Induced myeloid leukemia cell differentiation protein Mcl-1 (Homo sapiens), Q07820; AID 1022, 2008;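 active means compounds that cut the protein-peptide binding signal by more than 50% relative to plate controls in a single-dose test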;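 further: His-tagged Mcl-1 with rhodamine Noxa BH3 peptide and terbium anti-His antibody; 0% = Mcl-1 plus Noxa peptide wells and 100% = peptide-only wells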
Pf gametocyte – late stage P. falciparum gametocyte viability inhibitors, primary screen, ATP luminescence, HTS; P. falciparum stage V gametocytes, 24 h; inhibition, % at 10.9 µM; hit rate 0.065% among 150,000;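 active means inhibition above the mean plus 3 SD of compounds within the control limits, set per campaign, cut at about 38% in these data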;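 further: 0% = DMSO wells and 100% = medium only without gametocytes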
Cdc42 wt – modulators of GTP binding to wildtype Cdc42, primary screen, biochemical, multiplex bead flow cytometry, Bodipy-GTP; GST-Cdc42 beads; actives lie on both sides; percent activity (GTP binding), % at 10 µM; hit rate 0.2% among 190,000;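 active means percent activity GTP binding at least 20 points away from the 100% baseline, either down as inhibitor or up as activator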;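 further: median bead fluorescence of bound Bodipy-FL-GTP at 100 nM; 0% = excess unlabeled GTP control and 100% = no compound control; below 100% means less GTP binding so inhibitor and above means activator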
Target sequence (P60953 whole entry, looked up): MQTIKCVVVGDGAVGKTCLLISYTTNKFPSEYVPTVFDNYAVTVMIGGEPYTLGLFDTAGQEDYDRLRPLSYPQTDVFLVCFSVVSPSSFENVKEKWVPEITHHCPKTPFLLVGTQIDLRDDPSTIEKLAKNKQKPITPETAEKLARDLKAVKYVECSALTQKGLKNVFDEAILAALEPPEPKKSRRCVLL
Rab7 wt modul – modulators of GTP binding to Rab7, primary screen, biochemical, wildtype, multiplex bead flow cytometry; Rab7 GTPase wild type (dog), Bodipy-FL-GTP binding; GST-Rab7 beads, fluorescent GTP binding; actives lie on both sides; untreated = 100%, excess cold GTP = 0%; AID 758, 2007; GTP binding activity (percent of control), % at 10 µM; hit rate 0.055% among 190,000;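 active means fluorescent GTP binding to Rab7 beads changed by at least 20 points from the 100% baseline, either direction, mostly lower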;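 further: median green fluorescence of bound Bodipy-FL-GTP per Rab7 bead population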
Mcl1-Bid inh – Mcl-1/Bid binding inhibitors, primary screen, biochemical, TR-FRET, 1536-well. hit rate 0.97% among 220,000. Induced myeloid leukemia cell differentiation protein Mcl-1 (Homo sapiens), Q07820. inhibition, % at 21.7 µM. TR-FRET Mcl-1/Bid-Dy647 peptide binding. AID 1021, 2008;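 active means compounds that cut the binding signal by more than half at the single screening dose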;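 further: His-tagged Mcl-1 with europium anti-His antibody binding Bid BH3 peptide; 0% = Mcl-1 plus peptide wells and 100% = peptide-only wells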
Rac1 mut GTP – GTP binding modulators of activated mutant Rac1, primary screen, biochemical, bead-based flow cytometry, multiplex, fluorescent GTP; percent activity (GTP binding), % at 10 µM; hit rate 0.11% among 190,000; GST-Rac1 activated beads; actives lie on both sides; 100% means binding = to untreated wells; AID 764, 2007; Ras-related C3 botulinum toxin substrate 1 (Homo sapiens), P63000;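 active means GTP binding at least 20 percentage points away from the 100% baseline, in either direction, so actives lie on both sides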
Avidin bead fluor – green autofluorescence of compounds with avidin beads – biophysical, 488/530 nm, flow cytometry, artefact control, profiling panel; compound fluorescence 488/530 nm; stronger effect = higher value; fluorescence (KMESF) at 10 µM; hit rate 0.38% among 220,000; in the data active means fluorescence above about 47; further: inactives centre near 10
Rac1 wt modul – wildtype Rac1 GTP binding modulators, primary screen, biochemical, GST-Rac1 beads, flow cytometry, multiplex; fluorescent GTP binding; actives lie on both sides; 0 = cold GTP competed, 100 = untreated; GTP binding activity (% of control), % at 10 µM; hit rate 0.27% among 190,000; AID 757, 2007;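 active means GTP binding activity at least 20 points away from the 100% control level, either lower or higher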
Active calls of the source: *; x = not tested or not shown.

The line under a structure holds: Rab2 wt GTP | HRas wt GTP bind | Bim-Mcl-1 | Mcl1-Noxa inh | Pf gametocyte | Cdc42 wt | Rab7 wt modul | Mcl1-Bid inh | Rac1 mut GTP | Avidin bead fluor | Rac1 wt modul
> CC(Sc1cccc[n+]1[O-])C(=O)Nc1ccc([N+](=O)[O-])cc1Cl (centres undefined)
  99 | 99 | -11 | 7 | -6 | 100 | 96 | 8 | 96 | 9 | 102
> O=C(NCCOc1ccccc1)C(c1ccccc1)c1ccccc1
  104 | 103 | -1 | 8 | x | 106 | 98 | 2 | 102 | 16 | 103
> O=C1N=C(N2CCN(c3ccccc3)CC2)S/C1=C/c1cccs1
  99 | 100 | -4 | -2 | -15 | 100 | 103 | -67 | 97 | 5 | 101
> OCCOCCOc1cccc2[nH]ccc12
  98 | 98 | -2 | 4 | -6 | 95 | 98 | -15 | 93 | 10 | 98
> CCOc1ccc(CN=C(N)N=C(N)N)cc1Cl
  105 | 105 | -5 | 9 | 5 | 103 | 108 | -13 | 100 | 11 | 109
> Cn1c(=S)[nH]c(=O)c2ncc(=O)[nH]c21
  96 | 99 | -2 | 10 | x | 96 | 101 | -5 | 96 | 11 | 98
> O=C(CSc1ncccn1)NN=C1CCCCCC1
  100 | 99 | 0 | -7 | x | 103 | 98 | 1 | 103 | 13 | 103
> CC(Oc1cc(Cl)ccc1Cl)C(=O)N/N=C\c1ccnn1C (centres undefined)
  97 | 97 | 0 | 7 | 19 | 102 | 96 | 3 | 99 | 12 | 104
> CCOC(=O)C1=C(c2ccccc2)NC(SC)=C(C#N)C1c1ccco1 (centres undefined)
  98 | 97 | 0 | 22 | x | 100 | 98 | -11 | 96 | 24 | 99
> CC(C)N1CC(O)=C(c2ccccc2)C1=N
  104 | 103 | 0 | 15 | 0 | 104 | 104 | 2 | 102 | 22 | 110
> O=C(Cn1nc(-c2ccc(Cl)cc2)ccc1=O)NCCCN1CCN(Cc2ccccc2)CC1
  103 | 99 | 7 | -14 | -2 | 101 | 99 | -25 | 101 | 13 | 102
> Cc1ccccc1-c1c(C)oc2cc(O)ccc2c1=O
  101 | 103 | -2 | 6 | x | 103 | 103 | -6 | 101 | 36 | 104
> O=C(O)c1nc(N2CCOCC2)nc(N2CCOCC2)n1
  101 | 100 | 2 | 9 | 7 | 100 | 101 | -7 | 100 | 7 | 104
> Cc1ccc(NC(=O)CC2S/C(=N/c3nccs3)N(C)C2=O)cc1C (centres undefined)
  105 | 104 | -4 | -2 | 34 | 105 | 100 | -17 | 102 | 7 | 106
> Cc1ccc(OCC(=O)N2CCCC(CCC(=O)N(C)CCc3ccccn3)C2)cc1 (centres undefined)
  99 | 99 | 0 | 2 | -22 | 98 | 103 | -8 | 95 | 11 | 98

The line under a structure holds: Rab2 wt GTP | HRas wt GTP bind | Bim-Mcl-1 | Mcl1-Noxa inh | Pf gametocyte | Cdc42 wt | Rab7 wt modul | Mcl1-Bid inh | Rac1 mut GTP | Avidin bead fluor | Rac1 wt modul
> Cc1ccc(C)c(NC(=O)CNS(=O)(=O)c2ccccc2)c1
  101 | 102 | 1 | -3 | x | 101 | 98 | -25 | 99 | 14 | 107
> Cc1nc2ccccc2n1S(=O)(=O)c1ccc(Br)cc1
  97 | 99 | -3 | 12 | x | 99 | 95 | -2 | 98 | 8 | 104
> COc1ccccc1/C=C1\SC(=S)N(Nc2nc(C)cc(C)n2)C1=O
  108 | 110 | -7 | 7 | x | 111 | 105 | -21 | 106 | 28 | 109
> CCOC(=O)c1c[nH]n(-c2ccccc2)c1=O
  100 | 101 | -2 | 24 | 6 | 102 | 106 | -33 | 96 | 9 | 101
> O=C1CCC(=O)N1CNc1ccccn1
  104 | 104 | 0 | -4 | -4 | 107 | 101 | -13 | 102 | 25 | 107
> COc1ccccc1N1CCN(CC(=O)N(CC(C)C)c2c(N)n(CC(C)C)c(=O)[nH]c2=O)CC1
  102 | 100 | 0 | 13 | -18 | 101 | 102 | -55 | 97 | 7 | 99
> CC(C)=CCN1CCN(Cc2ccc(C#CC(C)(C)O)s2)CC1CCO (centres undefined)
  98 | 96 | -9 | 1 | -1 | 94 | 102 | -3 | 94 | 10 | 95
> CC1(C)NC(=O)N(CCOCCOc2c(Cl)cc(Cl)cc2Cl)C1=O
  99 | 101 | 0 | -4 | -41 | 101 | 99 | -17 | 98 | 15 | 99
> CCOC(=O)C1CCN(C(c2cc(OC)c(OC)c(OC)c2)c2sc3nc(C)nn3c2O)CC1 (centres undefined)
  99 | 100 | -2 | 5 | x | 101 | 101 | -6 | 98 | 6 | 104
> CC(=O)OCCn1c(=O)c2cc3c(=O)n(CCOC(C)=O)c(=O)c3cc2c1=O
  104 | 103 | 7 | 3 | -4 | 106 | 104 | -24 | 102 | 6 | 106
> O=C(Nc1nncs1)c1ccccc1NS(=O)(=O)c1cccs1
  104 | 103 | 0 | 23 | x | 105 | 101 | 19 | 98 | 8 | 106
> CCOc1ccccc1Nc1nnc(SCC(=O)Nc2cccc(S(=O)(=O)NC3=NCCCCC3)c2)s1
  98 | 100 | -5 | 4 | x | 98 | 104 | -12 | 97 | 3 | 97
> O=C(NCc1ccccc1)c1c[nH]c2ccc(S(=O)(=O)Nc3ccc4c(c3)OCCO4)cc2c1=O
  99 | 100 | 0 | 44 | x | 100 | 96 | -28 | 101 | 4 | 101
> COc1ccc(-c2cc(C(=O)N3CCN(Cc4ccccc4)CC3)no2)cc1OC
  103 | 102 | -2 | 7 | x | 102 | 102 | -23 | 101 | 19 | 102
> CCOC(=O)c1c(-c2ccc(F)cc2)csc1NC(=O)C1CC=CCC1C(=O)O (centres undefined)
  96 | 94 | -7 | 11 | 22 | 94 | 104 | -5 | 88 | 7 | 95

The line under a structure holds: Rab2 wt GTP | HRas wt GTP bind | Bim-Mcl-1 | Mcl1-Noxa inh | Pf gametocyte | Cdc42 wt | Rab7 wt modul | Mcl1-Bid inh | Rac1 mut GTP | Avidin bead fluor | Rac1 wt modul
> O=C1c2ccccc2C(=O)N1CC(O)COCc1ccccc1 (centres undefined)
  95 | 97 | -1 | -2 | x | 99 | 95 | -12 | 97 | 10 | 98
> C/C(=N\NC(=O)COc1ccc(C(C)(C)C)cc1)c1cc2ccccc2o1
  96 | 97 | -4 | 0 | 12 | 98 | 99 | -8 | 94 | 2 | 99
> O=C(Nc1ccccc1)c1ccc(Br)c(S(=O)(=O)Nc2cccnc2)c1
  96 | 95 | 0 | 15 | 27 | 98 | 94 | -32 | 97 | 14 | 100
> CC1(C)Cc2cccc(OCC(=O)Nc3nccs3)c2O1
  99 | 100 | 1 | 1 | x | 103 | 100 | -25 | 99 | 8 | 103
> CCOC(=O)COc1ccc2c(C#N)c3ccccn3c2c1
  99 | 96 | -2 | 1 | -8 | 93 | 104 | -55 | 93 | 8 | 93
> COc1cccc(-c2ccc(C#N)c(SCC(=O)NCc3ccco3)n2)c1
  101 | 100 | 0 | -4 | -6 | 100 | 107 | -41 | 95 | 12 | 103
> CC(C)c1nc(N2CCN(C(=O)c3ccccc3)CC2)c(C#N)c2c1COC(C)(C)C2
  99 | 101 | -3 | -11 | -4 | 102 | 101 | 9 | 99 | 33 | 105
> NS(=O)(=O)c1ccc(NC(=S)Nc2ccn(Cc3cccc4ccccc34)n2)cc1
  96 | 96 | -6 | 19 | 0 | 93 | 104 | -4 | 93 | 3 | 95
> CCN(CC)CCN1C(=O)c2oc3ccccc3c(=O)c2C1c1ccc(F)cc1 (centres undefined)
  100 | 102 | -1 | 15 | x | 104 | 98 | -38 | 101 | 14 | 102
> C=CCN1C(=O)/C(=C\c2ccco2)C(C(=O)OC)=C1C
  100 | 100 | -5 | 2 | 16 | 100 | 100 | -22 | 99 | 12 | 101
> Cc1cccc(OCC(=O)NNC(=O)c2cccs2)c1
  100 | 99 | -3 | 2 | 5 | 101 | 98 | -15 | 96 | 9 | 102
> CCOc1ccc(NC(=O)Nc2cc(OCC(F)(F)F)cc(OCC(F)(F)F)c2)cc1
  99 | 100 | -4 | 6 | -6 | 102 | 95 | -4 | 101 | 10 | 105
> COc1cc(/C=C/C(=O)OCC(=O)Nc2ccc(C)cc2[N+](=O)[O-])ccc1O
  100 | 98 | 3 | 55* | -20 | 98 | 106 | -36 | 94 | 9 | 100
> O=C(c1cccs1)N1CCN(Cc2nc3ccccc3c(=O)[nH]2)CC1
  98 | 99 | 0 | 25 | -4 | 101 | 100 | -2 | 97 | 40 | 97
> CCOC(=O)CC(NC(=O)c1cccc2c1C(=O)N(Cc1cccnc1)C2)c1ccc(OC(C)C)cc1 (centres undefined)
  94 | 97 | -2 | 3 | -1 | 98 | 92 | 0 | 95 | 8 | 102

The line under a structure holds: Rab2 wt GTP | HRas wt GTP bind | Bim-Mcl-1 | Mcl1-Noxa inh | Pf gametocyte | Cdc42 wt | Rab7 wt modul | Mcl1-Bid inh | Rac1 mut GTP | Avidin bead fluor | Rac1 wt modul
> O=C(Cc1ccc(Cl)cc1)N/N=C/c1ccccc1
  95 | 96 | 0 | 24 | 2 | 96 | 94 | -18 | 95 | 11 | 96
> O=C1/C(=C\c2ccco2)CCC/C1=C\c1ccco1
  102 | 102 | 2 | 5 | 1 | 102 | 103 | -69 | 100 | 11 | 103
> FC(F)(F)c1cccc(Cc2noc(CN3CCCC3)n2)c1
  101 | 99 | 1 | 7 | 11 | 100 | 104 | -9 | 96 | 9 | 101
> COc1ccc(NC(=O)COC(=O)Cc2ccc(-c3ccccc3)cc2)c(OC)c1
  99 | 100 | -6 | -4 | 3 | 102 | 99 | -11 | 99 | 14 | 102
> CCOc1ccc(NC(=O)C2CCN(C(=O)NCc3ccccc3)CC2)cc1
  96 | 99 | -3 | -10 | 19 | 99 | 96 | -21 | 97 | 3 | 102
> CC(C(=O)N1CCC(C(N)=O)CC1)N(c1ccc(Oc2ccccc2)cc1)S(C)(=O)=O (centres undefined)
  103 | 107 | -2 | 17 | x | 110 | 105 | -27 | 99 | 19 | 110
> CCN(CC)S(=O)(=O)c1cccc(C(=O)Nc2ccccc2C(=O)N2CCOCC2)c1
  103 | 104 | 0 | 15 | x | 106 | 100 | -9 | 102 | 9 | 106
> O=C(CSc1nc(-c2ccccc2)cc(C(F)(F)F)n1)NCc1cccs1
  101 | 101 | -6 | 6 | -9 | 99 | 102 | -20 | 99 | 15 | 99

Screening results: PubChem, several laboratories
